Screening results (PubChem BioAssay)
BLM helicase inh – Bloom syndrome helicase (human) inhibition. P54132. 350,000 compounds, 0.2% hits. AID 2528. Potency, µM (highest dose often 56.1 µM), without a hit: top-dose activity change, negative = inhibition, usual class: inhibitors. recombinant BLM DNA unwinding, fluorescence dequenching;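 also: plate controls were vehicle for no effect and no enzyme for full effect; nearly all actives have a fitted effect of over 35% in size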
Pol eta inh – DNA polymerase eta (human) inhibition; 390,000 compounds, 1.2% hits; recombinant Pol eta, fluorescent DNA replication assay; Q9Y253; Potency, µM (titrated, usually from 114 µM), for the others: at the top dose activity change, negative = inhibition, most hits filed as inhibitors; also: % is scaled to controls: 0 for no effect and ±100 for the full control effect
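Fluorescent replication assay: 50 nM final substrate added after a 15 min room-temperature compound preincubation with 10 nM enzyme. Signal taken at 0 min and again at 10 min.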
Pol beta inh – DNA polymerase beta (human) inhibition; P06746; Pol beta primer extension/strand displacement, fluorescence kinetic; Potency, µM (highest dose often 114 µM), without a hit: at the top dose activity change, negative = inhibition, actives largely listed as inhibitors; 340,000 compounds, 1.3% hits; also: % is scaled to controls: 0 for no effect and ±100 for the full control effect
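Values derive from four-parameter Hill fits of normalized kinetic data: reads at 0 and 10 min following addition of 50 nM substrate to 10 nM Pol beta preincubated 15 min with compound.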
APE1 inh – blocks human APE1 abasic DNA cleavage | Potency, µM (top dose mostly 65.8 µM), without a hit: at the highest dose activity change, negative = inhibition, hits mostly inhibitors | P27695 | AID 2517 | recombinant APE1, TAMRA/BHQ-2 abasic DNA cleavage fluorescence | 350,000 compounds, 0.35% hits;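 also: plate controls were vehicle for no effect and reference inhibitor for full effect; nearly all actives have a fitted effect of over 55% in size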
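Readout is kinetic fluorescence (ex 525, em 598 nm) from cleavage of 50 nM TAMRA/BHQ-2 THF abasic duplex by 0.75 nM APE1, compound added 15 min beforehand at RT.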
BAZ2B block – blocks human BAZ2B. Potency, µM (top dose mostly 114 µM), for the others: at the top dose activity change, negative = inhibition, usual class: inhibitors. AlphaScreen BAZ2B-H3K14Ac peptide displacement. Q9UIF8. 360,000 compounds, 4.4% hits. AID 504333; also: % is scaled to controls: 0 for no effect and ±100 for the full control effect; nearly all actives have a fitted effect of over 60% in size
Target sequence (Q9UIF8 whole entry, looked up): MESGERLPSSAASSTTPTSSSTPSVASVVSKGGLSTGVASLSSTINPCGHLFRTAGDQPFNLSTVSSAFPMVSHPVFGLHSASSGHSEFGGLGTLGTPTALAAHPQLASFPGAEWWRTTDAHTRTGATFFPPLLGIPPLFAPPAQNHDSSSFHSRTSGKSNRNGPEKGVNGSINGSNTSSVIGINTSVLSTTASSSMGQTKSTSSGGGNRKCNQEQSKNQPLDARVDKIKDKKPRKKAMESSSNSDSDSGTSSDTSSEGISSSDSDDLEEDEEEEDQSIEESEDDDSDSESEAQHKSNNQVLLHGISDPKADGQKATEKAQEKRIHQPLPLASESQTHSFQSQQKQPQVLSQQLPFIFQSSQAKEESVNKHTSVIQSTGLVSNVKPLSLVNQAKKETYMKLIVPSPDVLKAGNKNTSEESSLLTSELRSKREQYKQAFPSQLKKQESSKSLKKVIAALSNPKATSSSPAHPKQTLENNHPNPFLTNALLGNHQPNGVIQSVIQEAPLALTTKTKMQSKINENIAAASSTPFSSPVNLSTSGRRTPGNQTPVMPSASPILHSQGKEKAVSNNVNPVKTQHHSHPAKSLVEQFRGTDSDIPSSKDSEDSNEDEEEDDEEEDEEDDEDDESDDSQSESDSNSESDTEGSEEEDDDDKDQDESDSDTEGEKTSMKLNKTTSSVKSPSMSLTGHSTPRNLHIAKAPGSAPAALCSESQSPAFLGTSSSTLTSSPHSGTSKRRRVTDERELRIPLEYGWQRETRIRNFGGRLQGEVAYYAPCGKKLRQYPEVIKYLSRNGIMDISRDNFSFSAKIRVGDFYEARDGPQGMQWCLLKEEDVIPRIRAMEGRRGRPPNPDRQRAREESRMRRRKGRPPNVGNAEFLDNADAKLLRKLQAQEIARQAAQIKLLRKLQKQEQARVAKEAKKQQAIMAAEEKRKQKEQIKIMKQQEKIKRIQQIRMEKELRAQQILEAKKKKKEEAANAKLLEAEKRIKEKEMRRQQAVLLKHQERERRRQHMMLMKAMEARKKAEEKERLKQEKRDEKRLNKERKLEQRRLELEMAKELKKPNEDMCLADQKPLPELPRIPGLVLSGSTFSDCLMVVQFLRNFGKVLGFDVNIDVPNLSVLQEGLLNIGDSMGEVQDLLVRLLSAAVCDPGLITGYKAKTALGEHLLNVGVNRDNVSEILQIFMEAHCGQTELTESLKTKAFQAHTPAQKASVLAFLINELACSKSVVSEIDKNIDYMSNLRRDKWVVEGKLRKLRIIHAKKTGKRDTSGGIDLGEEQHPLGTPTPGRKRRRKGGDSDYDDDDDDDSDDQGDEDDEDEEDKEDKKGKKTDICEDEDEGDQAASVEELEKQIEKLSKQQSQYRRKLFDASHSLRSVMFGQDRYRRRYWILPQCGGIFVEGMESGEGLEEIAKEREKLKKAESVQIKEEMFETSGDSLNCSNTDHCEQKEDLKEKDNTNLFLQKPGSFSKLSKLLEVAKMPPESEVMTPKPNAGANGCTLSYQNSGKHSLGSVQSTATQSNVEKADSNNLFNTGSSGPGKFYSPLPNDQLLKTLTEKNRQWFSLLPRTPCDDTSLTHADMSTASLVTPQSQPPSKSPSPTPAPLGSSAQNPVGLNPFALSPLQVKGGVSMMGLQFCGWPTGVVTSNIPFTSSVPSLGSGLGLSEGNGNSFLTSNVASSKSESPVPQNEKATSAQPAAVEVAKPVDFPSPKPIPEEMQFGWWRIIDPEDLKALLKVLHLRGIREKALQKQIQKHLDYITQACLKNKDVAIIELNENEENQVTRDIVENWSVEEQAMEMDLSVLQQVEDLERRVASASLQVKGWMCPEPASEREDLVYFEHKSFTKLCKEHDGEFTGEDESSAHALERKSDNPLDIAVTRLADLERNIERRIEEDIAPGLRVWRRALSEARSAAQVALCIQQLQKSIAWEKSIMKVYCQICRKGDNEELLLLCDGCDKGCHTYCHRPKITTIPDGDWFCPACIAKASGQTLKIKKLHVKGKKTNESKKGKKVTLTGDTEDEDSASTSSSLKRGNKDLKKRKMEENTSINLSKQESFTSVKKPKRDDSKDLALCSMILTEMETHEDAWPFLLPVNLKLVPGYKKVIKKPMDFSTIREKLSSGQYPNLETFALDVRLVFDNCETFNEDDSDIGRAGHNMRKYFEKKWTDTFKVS
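Protein-peptide AlphaScreen: BAZ2B 50 nM, b-H3K14Ac 50 nM, 1x PBS pH 7.4 + 0.01% Tween-20. Preincubation 30 min RT; cpd 30 min RT (top 110 uM); beads 20 min RT, light-protected.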
JMJD2A Tudor inh – inhibitors of human JMJD2A Tudor domain; O75164; AID 504339; 390,000 compounds, 4.4% hits; AlphaScreen JMJD2A-Tudor / H3K4me3 peptide binding; Potency, µM (series often up to 114 µM), for inactives: at the top dose activity change, negative = inhibition, most hits filed as inhibitors; also: % is scaled to controls: 0 for no effect and ±100 for the full control effect; nearly all actives have a fitted effect of over 50% in size
G9a inh – blocks human histone lysine methyltransferase G9a; Potency, µM (highest dose often 102 µM), without a hit: at the top dose activity, negative = inhibition, usual class: inhibitors; AID 504332; G9a H3K9 monomethylation, AlphaScreen, 2 h; 350,000 compounds, 8.8% hits; Q96KQ7; also: % is scaled to controls: 0 for no effect and ±100 for the full control effect; nearly all actives have a fitted effect of over 75% in size
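Using a bead-based AlphaScreen, monomethylated H3K9 product from 2 h room-temperature reactions (G9a 20 nM, peptide 500 nM, SAM 20 uM) was detected with 0.5 ug/mL rabbit anti-H3K9me1 antibody.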
Pol kappa inh – inhibitors of human DNA polymerase kappa. purified Pol kappa, fluorescent DNA synthesis assay, 10 min. Potency, µM (doses to about 107 µM), for the others: at the highest dose activity, negative = inhibition, actives largely listed as inhibitors. 400,000 compounds, 0.53% hits. Q9UBT6; also: % is scaled to controls: 0 for no effect and ±100 for the full control effect
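Pol kappa 10 nM + cpd, 15 min RT; start w/ substrate 50 nM final; fluorescence kinetic read, 0 and 10 min. Neg ctrl: buffer, no enzyme.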
POLI inh – inhibitors of human DNA polymerase iota; Q9UNA4; Pol iota fluorescent replication assay, 10 min; Potency, µM (top dose mostly 115 µM), without a hit: at the highest dose activity, negative = inhibition, usual class: inhibitors; 390,000 compounds, 1% hits
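Fluorescent replication assay read twice, at 0 min and 10 min after adding 50 nM (final) substrate. Enzyme (10 nM) and compounds were first incubated 15 min at room temperature; enzyme-free buffer wells were negative controls.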
An asterisk follows results filed as active; ? = inconclusive; / = no result given; & = joins results of further samples; [ ] = another dose, or the depositor's remark. Calls follow the shape of the dose curve; as a rule, active = well fitted curve in the direction sought with a large enough effect; inconclusive = small, poorly fitted or top-dose-only effect, or another doubt; inactive = no such curve, though single readings can be large; an effect the other way counts as inactive or inconclusive. Potency is read from the fitted curve at half-maximal effect. A portion of the library; the hit share may differ from the screen's.

SMILES | BLM helicase inh | Pol eta inh | Pol beta inh | APE1 inh | BAZ2B block | JMJD2A Tudor inh | G9a inh | Pol kappa inh | POLI inh
Cc1ccc(S(=O)(=O)C(CNC(=O)C(=O)NCCc2ccccc2)c2ccco2)cc1 (configuration not stated) | 2% | -2% | 30% | / | -2% | -12% | 14%[59 µM] | -14%[60.1 µM] | 13%
COc1cccc(NC(=O)N2CCN(C(=O)C(Cc3ccc(OC)c(OC)c3)NC(C)=O)CC2)c1 (configuration not stated) | 4% | -13% | 0% | 3% | -1% | -20% | -8%[59 µM] | 0% | 16%
COc1ccccc1-c1nn2c(C(F)(F)F)nnc2s1 | 2% | 0% | 53% | -10% | -4% | -6% | -13% | -12% | 11%
CN(CC(=O)Nc1ccc(Cl)c(C(F)(F)F)c1)C(=O)/C=C/c1cccs1 | / | -4% | / | -9% | 12% | -3% | -18%[12.7 µM] | -12% | 7%
COc1ccc(CCNC(=O)CSc2nc(C)nc3c2c(=O)n(C)c(=O)n3C)cc1OC | 2% | -4% | 17% | -9% | -6% | -13% | -6% | -3% | 8%
CCOC(=O)c1c(C)[nH]c(C)c1C(=O)CSc1nc2ccccc2n1CC | -6% | ? | 12% | 2% | ? | -31% | 10%[59 µM] | 2% | 0%
O=C(O)c1ccc2cc[nH]c2c1 | -1% | -19% | 0% | 16% | -2% | -4% | 3%[59 µM] | -12% | 28%
CCC(Sc1nc2ccccc2[nH]1)C(=O)Nc1cc(C)on1 (configuration not stated) | -3% | ? | 2% | -8% | -5% | -12% | -36%[12.7 µM] | -2% | ?
CCOc1cc(C2C3=C(CCCC3=O)NC3=C2C(=O)CCC3)ccc1OCCO | -2% | -5% | -7% | 4% | -6% | -2% | -28%[12.7 µM] | -19% | 16%
COc1ccc(/C=C/C(=O)NCCNC(=O)c2ccccc2)cc1OC | -3% | -19% | ? | 0% | -9% | -17% | -2% | -4% | 112%[activator]
O=C(Nc1cccc(Cl)c1)C1=Cc2cc(Cl)ccc2OC1 | -6% | -3% | ? | -4% | 9% | 26% | -24% | -9% | 4%
COCCCn1c(=O)c2sccc2n2c(CCCC(=O)NCc3cccc(OC)c3)nnc12 | 2%&4% | -8%&-12% | 39%&18% | 45% | -1%&-17% | -5%&-8% | 50%[activator] | 1%&1% | 31%&32%[activator]
Cc1cc(=O)[nH]c(SCc2nc3ccccc3s2)n1 | -8% | -18% | 3% | 14% | -6% | -3% | 12%[59 µM] | -8% | -12%
O=C(c1ccncc1)c1ccc(NS(=O)(=O)c2ccc(Br)s2)cc1 | 0% | -11% | 3% | -1% | -4% | -19% | -48% | -6%[60.1 µM] | 7%
O=C(NCc1ccccc1Br)c1ccc2nc(N3CCCCC3)sc2c1 | -2% | -19% | 10% | / | 4% | -11% | 0%[59 µM] | 6% | 33%[activator]
O=C(c1ccc2c(c1)N(Cc1ccccc1F)C(=O)c1ccccc1S2=O)N1CCC(Cc2ccccc2)CC1 (configuration not stated) | -8% | -19% | 16% | / | ? | -29% | -42%[59 µM] | -5% | 16%
O=c1ccc2[n+]([O-])c3ccc(O)cc3oc-2c1 | / | / | 63µM* | 25µM* | 10µM* | -20% | 10µM* | ? | 25µM*
CC1(C)CCC[C@]2(C)[C@H]3CC(=O)O[C@]3(C)CC[C@@H]12 | -2%&-5% | -15% | 21% | 20%&-2% | 4% | 1% | -8% | -6% | 111%[activator]
CSc1ccc(CN(C)C(=O)C2CCN(C(=O)Nc3ccccc3)CC2)cc1 | / | 2% | / | -3% | 0% | -9% | 43%[2.33 µM] | -5% | ?
CC(C)C[C@@H](CO)NS(=O)(=O)c1c(F)cccc1F | / | -7% | / | / | / | -18% | / | -15% | 24%
CC(OC(=O)c1ccc(Cl)c(S(N)(=O)=O)c1)C(=O)NCC1CCCCC1 (configuration not stated) | / | -19% | / | 3% | 18% | -8% | 17%[12.7 µM] | 3% | 57%[activator]
O=C(NCCc1ccccc1)C1CCN(C2CCN(Cc3ccc(CO)o3)CC2)CC1 | -3% | -9% | -1% | 4% | -25% | 1% | ? | 0% | 11%
CC(C)c1ccc(NC(=O)CN2C=NS(=O)(=O)c3ccccc32)cc1 | -2% | -13% | -1% | / | 3% | -19% | 1%[59 µM] | 4%[60.1 µM] | 26%
Nc1ccc(NC(=O)NC2CCCCC2)cc1 | -2% | -12% | -19% | -2% | -23% | 0% | -29% | 4% | 66%[activator]
O=C(C[n+]1ccc(Cc2ccccc2)cc1)Nc1ccc([N+](=O)[O-])cc1Cl | 2% | -17% | -11% | 2% | -37% | -35% | -9% | 11% | 12%

3 of the entries above in order of their number in APE1 inh, ascending:
| SMILES | APE1 inh |
| --- | --- |
| COc1ccc(CCNC(=O)CSc2nc(C)nc3c2c(=O)n(C)c(=O)n3C)cc1OC | -9% |
| Nc1ccc(NC(=O)NC2CCCCC2)cc1 | -2% |
| CCOc1cc(C2C3=C(CCCC3=O)NC3=C2C(=O)CCC3)ccc1OCCO | 4% |

Following part:
SMILES | BLM helicase inh | Pol eta inh | Pol beta inh | APE1 inh | BAZ2B block | JMJD2A Tudor inh | G9a inh | Pol kappa inh | POLI inh
CCC(=O)N1CCc2cc(S(=O)(=O)NC(C(=O)NCc3ccc(F)cc3)C(C)C)ccc21 (configuration not stated) | -2% | -11% | 11% | 0% | 1% | -3% | -3%[12.7 µM] | 5% | 8%
COc1ccc(S(=O)(=O)NNC(=O)c2cc3cc4ccccc4nc3s2)cc1 | -8% | 6% | 0% | 2% | -36% | -7%[57.1 µM] | ? | -11% | 11%
Cc1ccc(-c2ccc(=O)n(CC(=O)NC(C)c3ccccc3)n2)cc1 (configuration not stated) | -7% | -21% | 2% | / | 1% | -20% | -20%[59 µM] | 0%[60.1 µM] | -3%
COc1cc(OC)c(NC(=O)C2=C(C)C(=O)OC23CCCCC3)cc1Cl | -8% | / | 6% | / | -27% | -34% | -11%[59 µM] | -12% | -5%
N#Cc1nc(COc2ccccc2)oc1N1CCOCC1 | 0% | -16% | 1% | 2% | -5% | 3% | -3%[12.7 µM] | -6% | -2%
O=C(c1ccc(F)cc1)n1nc(-c2ccccc2)nc1NCc1ccco1 | -4% | -17% | -1% | / | 5% | 21% | 23%[59 µM] | -10% | 4%
Cc1cccc(OCC(=O)Nc2c3c(nn2C(C)(C)C)CS(=O)(=O)C3)c1 | -4% | -3% | ? | 7% | 1% | -19% | 59%[activator] | -17% | 17%
Oc1cc(CNC2CCCCC2)c(O)cc1CNC1CCCCC1 | / | ? | / | / | / | 22µM* | / | 79µM* | ?
COc1cccc(-n2c(SCC(=O)N3CCOCC3)nnc2-c2c[nH]c3ccccc23)c1 | 1% | -3% | 17% | -4% | 3% | -12% | -9% | -12% | -1%
CC(=O)Nc1ccc(-c2nnn(CC(=O)c3ccccc3)n2)cc1Cl | -2% | 7% | 2% | ? | 7% | -1% | 5% | -3% | -7%
O=CNNC(=O)c1cccc([N+](=O)[O-])c1 | 2% | -28% | 10% | 3% | 2% | 14% | -8% | 0% | 68%[activator]
Cc1ccccc1N(C(=O)Cc1ccsc1)C(C(=O)NC1CCCCC1)c1ccc(F)cc1 (configuration not stated) | -4% | 9% | 2% | -14% | -9% | -8% | -3% | -8%[60.1 µM] | 7%
Cc1cccc(NC(=O)c2snc3c(=O)[nH]cnc23)c1 | 2% | / | 17% | -4% | -5% | / | -3% | / | /
Cc1ccccc1CNC(=O)Cn1ccc2cc(S(=O)(=O)N3CCCCCC3)ccc21 | -7% | -16% | 36% | 8% | -5% | -16% | 4% | 0% | 32%[activator]
S=C(Cc1ccc(-c2ccccc2)cc1)N1CCOCC1 | / | -12% | / | / | / | -10% | / | -2% | 23%
NC(CSC1(c2cccc3ccccc23)c2ccccc2-c2ccccc21)C(=O)O (configuration not stated) | / | ? | / | / | / | ? | / | -10% | ?
Fc1ccc(OCc2nc(-c3ccc(Br)o3)no2)c(F)c1 | -7% | -11% | 0% | -5% | 2% | 245%[activator] | ? | -13% | -9%
O=C(CCCN1C(=O)S/C(=C/C=C/c2ccccc2)C1=O)Nc1ccc(C(=O)O)cc1 | -1% | 89µM* | 79% | -1% | -3% | -27% | 41% | -13% | ?
O=C(NNC(=O)c1cc2cc(OC(F)(F)F)ccc2[nH]1)c1ccc(Cl)cc1 | -4% | -19% | -1% | -7% | 0% | 2% | 13% | 1% | 24%
COCCn1cnc2c1c(=O)n(Cc1ccc(Br)cc1)c(=O)n2Cc1ccccc1 | -6% | -10% | -17% | 11% | 3% | -12% | -2% | -5% | 95%[activator]
CCC(C)(C)NC(=O)C(c1ccccn1)N(C(=O)c1csnn1)c1ccccc1 (configuration not stated) | -4% | -3% | 9% | 1% | 1% | -6% | 14% | -17% | -14%
Cc1ccc(-n2nc3c(N4CCC(C(=O)NCc5cccc(F)c5)CC4)nnc(C)c3c2C)cc1 | 5% | -10% | ? | -1% | -23% | 21% | / | -1% | 11%
Cc1csc(NC(=O)CSc2nc3[nH]ncc3c(=O)[nH]2)n1 | 0% | -17% | 10% | 2% | -6% | ? | 32% | -8% | 27%
CN(C)c1ccc(NC(=O)Cn2cc3c(n2)CCCC3)cc1 | -6% | -10% | 2% | -9% | 40µM* | 50µM* | 28µM* | 13% | 7%
CN(C(=O)c1ccc(NC(=O)Cc2cccc([N+](=O)[O-])c2)cc1)C1CCCC1 | / | -17% | / | -4% | / | -31% | / | -8% | 15%
COc1ccccc1N1CCN(C(=O)CSc2nc3ccccc3nc2Cc2ccccc2)CC1 | -7% | -29% | 2% | / | -21% | -35% | -10%[59 µM] | -6%[60.1 µM] | 1%
C/C(=N\Nc1ccccn1)c1ccc(S(=O)(=O)NCc2ccco2)cc1 | -3% | -16% | 7% | -1% | 50µM* | -30%[57.1 µM] | -14%[59 µM] | -13% | -11%
Nc1nc(SCc2ccccc2[N+](=O)[O-])c2ncn(Cc3ccccc3)c2n1 | / | -23% | / | / | / | ? | / | -10% | 15%
COc1ccc(-c2cn3c(n2)sc2cc(C(=O)Nc4ccc(C)cc4C)ccc23)cc1 | -5% | -19% | 2% | / | 5% | 10% | 5%[59 µM] | -10% | 6%
